High-throughput results: PubChem, several laboratories
Hsp90 inh – tumor Hsp90 inhibitors, primary screen, cell lysate, fluorescence polarization, NCI-N417 lysate; AID 429, 2006; 0.35% of 64,000 active; Cy3B-geldanamycin FP displacement; Heat shock protein HSP 90-alpha (Homo sapiens), P07900; inhibition, % at 30 µM;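 active means inhibition above 50%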;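 further: 0% = tracer plus lysate wells and 100% = tracer alone without lysate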
M1 ag – M1 muscarinic receptor agonists, primary screen, CHO-M1 cells, Fluo-4 calcium, agonist mode | Muscarinic acetylcholine receptor M1 | Fluo-4 calcium fluorescence; active compounds read high | B-score at 10 µM | 3% of 64,000 active | AID 626, 2007;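 active means fluorescence rise, raw or as B-score row- and column-corrected plate score, outside the 99.7% band of its plate's samples, either direction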
5HT1a ag – human 5-HT1a receptor agonists, primary screen, cell-based, CHO, Ga15 NFAT-bla reporter. AID 567, 2006. activation, % at 10 µM. 0.56% of 65,000 active. CHO 5-HT1a Ga15 NFAT-bla reporter, FRET ratio; 0% basal, 100% maximal reference agonist. 5-hydroxytryptamine receptor 1A (Homo sapiens), P08908;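 active means activation above the screen-wide mean activation plus 3 SD, cut at about 19% in these data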;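 further: 0% = DMSO wells and 100% = 5-CT at EC100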
Target sequence (P08908 whole entry, looked up): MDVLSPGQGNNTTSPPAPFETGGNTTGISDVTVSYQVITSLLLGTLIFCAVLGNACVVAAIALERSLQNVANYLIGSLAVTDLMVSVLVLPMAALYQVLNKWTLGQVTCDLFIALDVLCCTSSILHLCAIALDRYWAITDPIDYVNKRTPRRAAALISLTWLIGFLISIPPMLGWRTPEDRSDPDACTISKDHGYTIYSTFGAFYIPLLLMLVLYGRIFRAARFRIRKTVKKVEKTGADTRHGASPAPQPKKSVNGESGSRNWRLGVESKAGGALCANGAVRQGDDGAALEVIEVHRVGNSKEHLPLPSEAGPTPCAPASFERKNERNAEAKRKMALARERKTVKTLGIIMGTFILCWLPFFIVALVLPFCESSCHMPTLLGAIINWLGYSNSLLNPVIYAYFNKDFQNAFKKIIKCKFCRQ
NADH coupling – inhibitors of PK/LDH coupling enzymes, profiling panel, artefact control, biochemical, MLSMR library. IC50, µM (series often up to 10 µM), without a hit: at the highest dose inhibition. coupled PK/LDH NADH assays, four targets. 0.02% of 65,000 active. AID 774, 2007;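 active means single-dose screening hits from any of four coupled enzyme assays that gave an IC50 when retested across doses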;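 further: the DPM-DC format reads NADH fluorescence rather than 340 nm absorbance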
M1 antagonist – antagonists of rat M1 muscarinic receptor. CHO-M1 cells, Fluo-4 calcium, ACh EC80 antagonist mode; active compounds read low. AID 628, 2007. Muscarinic acetylcholine receptor M1 (Rattus norvegicus), P08482. B-score at 10 µM. 3.4% of 64,000 active;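 active means calcium fluorescence response, raw or row-and-column corrected B-score, differing from the plate sample mean either way at a set confidence level, mostly lower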
Target sequence (P08482 whole entry, looked up): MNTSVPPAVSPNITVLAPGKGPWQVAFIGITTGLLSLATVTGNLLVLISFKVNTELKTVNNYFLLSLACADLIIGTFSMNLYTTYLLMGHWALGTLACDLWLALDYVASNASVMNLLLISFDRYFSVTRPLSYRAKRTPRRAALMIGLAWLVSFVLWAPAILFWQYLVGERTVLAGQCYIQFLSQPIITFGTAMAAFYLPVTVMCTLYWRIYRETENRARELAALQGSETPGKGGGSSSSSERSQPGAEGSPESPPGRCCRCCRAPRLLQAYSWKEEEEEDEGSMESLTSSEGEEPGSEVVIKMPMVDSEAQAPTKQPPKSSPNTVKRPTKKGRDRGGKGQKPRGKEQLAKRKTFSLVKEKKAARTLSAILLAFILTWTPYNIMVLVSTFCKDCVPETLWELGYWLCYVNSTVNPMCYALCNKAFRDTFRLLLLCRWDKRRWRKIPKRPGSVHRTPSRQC
D1 mod – D1 CRE-luciferase signal change, two-sided – cell-based, HEK293 D1, dopamine EC30, D1 allosteric modulator project, primary screen. 5.9% of 58,000 active. B-score at 10 µM. D(1A) dopamine receptor (Homo sapiens), P21728. dopamine EC30 potentiation; actives deviate in either direction;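 active means luminescence count or its row- and column-corrected plate score outside the 99.7% band of the plate's sample wells, on either side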
Autofluor 339 – intrinsic fluorescence of library compounds, ex339/em460 – biochemical, MLSMR library, data from DPM-DC assay, artefact control, profiling panel | compound autofluorescence, ex339/em460 nm, NADH buffer; active compounds read high; 1 = no-compound wells, NADH background | 5.5% of 65,000 active | fluorescence fold increase at 10 µM;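 active means at 10 µM, mean starting fluorescence two-fold or more over control wells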;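 further: signal is the first read of a kinetic run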
Ec RNAP inh – E. coli RNAP inhibitors, biochemical; DNA-directed RNA polymerase subunit beta (Escherichia coli (strain K12)), P0A8V2; E. coli RNA polymerase, fluorescence transcription assay; inhibition, %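 (tested at 10 µM)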; 0.2% of 62,000 active; in the data active means inhibition above about 20%;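 further: 0% = enzyme without compound and 100% = no enzyme blank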
HER2 expr 66K – inhibitors of Her2 protein expression, primary screen, SKBR-3 cells, AlphaScreen, 66K library. HER2 level % of control, % at 10 µM. AID 645, 2007. Receptor tyrosine-protein kinase erbB-2 (Homo sapiens), P04626. SKBR-3 HER2 protein level, 18-24 h; active compounds read low. 0.69% of 65,000 active;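 active means HER2 level under 5% of the carrier-only control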;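 further: 100% = DMSO carrier and 0% = 500 nM PU-H71 HSP90 inhibitor; lower value means stronger loss of Her2 protein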
Active calls of the source: *; . = no result given; [ ] = remark or other dose. Rows are unselected, and some 16% of all compounds hit somewhere here.

SMILES | Hsp90 inh | M1 ag | 5HT1a ag | NADH coupling | M1 antagonist | D1 mod | Autofluor 339 | Ec RNAP inh | HER2 expr 66K
Cc1nnn(C23CC4CC(CC(C4)C2)C3)n1 | 0 | 0.59 | -2.4 | 6% | -0.02 | -0.036 | 1.1 | 1 | 104
CN(C(=O)c1ccccc1)c1nc2ccccc2s1 | -3 | -0.7 | -6.1 | 5% | 0.01 | -2 | 1.1 | 5 | 102
Cc1nc2c(-c3ccccc3)c(C)[nH]n2c(=O)c1Cl | -2 | 0.38 | -0.9 | 6% | -1.1 | . | 2.2* | 0 | 100
COc1ccc(S(=O)(=O)n2nc(OC(=O)c3ccc(C)cc3)cc2N)cc1 | 1 | 0.5 | 3.4 | 6% | 0.79 | -1.6 | 1 | 4 | 131
Nn1c(SCC(=O)NCCC2=CCCCC2)nnc1C1CCCCC1 | -1 | 0.53 | -1.2 | 5% | 0.64 | -0.05 | 1.1 | 7 | 100
C=CCn1c(=N)n(CC(O)COc2ccc(OC)cc2)c2ccccc21 (centres undefined) | 0 | 0.12 | -2.2 | 6% | 0.014 | -0.16 | 1.1 | 5 | 74
COc1ccc(Cl)cc1N1CC(c2nc3ccccc3[nH]2)CC1=O (centres undefined) | -1 | -0.79 | -6.3 | 4% | 0.085 | -0.47 | 1.1 | 4 | 93
Cc1ccc(SCCC(=O)N2CCCC2)cc1 | -7 | 2.6 | -2.2 | 4% | 0.38 | -0.33 | 1.1 | 3 | 105
COc1ccc(CNC(=O)CSc2ncn[nH]2)cc1 | -1 | 0.92 | -2.9 | 8% | 0.88 | -0.075 | 1.1 | 3 | 88
Cn1cccc1Cc1nnc(SCC(=O)NCC2CCCO2)n1-c1ccc(F)cc1 (centres undefined) | -4 | 0.015 | -1.3 | 3% | -0.11 | -0.84 | 1 | 11 | 94
CC(C)(C)NC(=O)NC(=O)COC(=O)c1ccco1 | . | 0.052 | 1.8 | 4% | 1.6 | . | 0.92 | 3 | 102
CCn1c(Cn2nnc(-c3ccccc3)n2)nnc1SCC(=O)Nc1ccc(N(C)C)cc1 | 0 | 0.78 | -1.0 | 2% | -0.19 | 0.14 | 1.1 | 0 | 111
CCOCCc1nnc(NC(=O)c2cccc(F)c2)s1 | 0 | -0.59 | -2.8 | 7% | 0.75 | -0.39 | 1.1 | 0 | 84
COc1ccc(C(NC(N)=O)c2ccccc2)cc1 (centres undefined) | 0 | 0.027 | -1.3 | 2% | 0.011 | -0.037 | 1.1 | 6 | 95
O=C(CCC1COc2ccccc2O1)N1CCCC1 (centres undefined) | -3 | 0.14 | -4.9 | 4% | 0.18 | 0.66 | 1.1 | 8 | 81
CCC(C)NS(=O)(=O)c1ccc(OCC(=O)NCc2ccc3c(c2)OCO3)cc1 (centres undefined) | 0 | -0.0094 | 1.7 | 6% | 0.11 | -1.2 | 1.1 | 9 | .
Cc1cc(C)cc(N(CC(=O)NC2CC3CCC2C3)S(C)(=O)=O)c1 (centres undefined) | 1 | -0.5 | 0.0 | 3% | -1.4 | -1.5 | 1 | 8 | 102
COc1ccc(OCC(=O)Nc2cccc3cccnc23)cc1 | . | -0.49 | -3.4 | 3% | 0.091 | . | 1.1 | 5 | 112
Cc1ccc(NC(=O)CSc2nnc(CNC(=O)c3c(F)cccc3Cl)o2)cc1 | -4 | 0.0011 | -1.4 | 1% | -0.29 | 0.3 | 1 | 4 | 69
CC(C)N(C(=O)COC(=O)c1ccc(O)cc1)C(C)C | -2 | 0.73 | -2.4 | 3% | 0.41 | 0.58 | 1 | 8 | 73
O=C(O)c1ccc(CN2CCCCC2)o1 | 1 | -0.34 | -0.4 | 5% | -0.85 | 1.1 | 1.1 | 5 | 108
O=C(CN1CCN(S(=O)(=O)c2ccccc2)CC1)Nc1cccc(C(F)(F)F)c1 | -5 | -0.48 | 1.5 | 2% | 0.041 | 0.29 | 1.1 | 10 | 103
COc1ccc(NS(=O)(=O)c2ccc(NC(=O)C(C)(C(F)(F)F)C(F)(F)F)cc2)nn1 | -4 | -0.13 | -0.7 | 6% | -1.3 | -0.73 | 1.1 | 8 | 84
Cc1ccc(NC(=O)Cn2cnc3c(cnn3C(C)(C)C)c2=O)cc1 | -2 | 0.086 | -1.7 | 6% | -0.019 | . | 1.1 | 22* | 84
Cc1ccc(C(C(=O)NCCc2ccccc2)N(C(=O)c2csnn2)C2CC2)o1 (centres undefined) | -6 | 0.07 | -1.2 | 6% | -0.18 | -0.047 | 1.1 | 3 | 100
Cc1cc(C)c2[nH]c(=O)c(C(c3nnnn3C3CCCC3)N3CCOCC3)cc2c1 (centres undefined) | 1 | 0.46 | -0.9 | 6% | 1.6 | -0.33 | 1.7 | 8 | 115
CCn1ncc(C2=NOC(C(=O)N3CCN(c4ccccc4)CC3)C2)c1C (centres undefined) | -2 | -0.49 | -4.1 | 2% | -0.032 | -0.45 | 1.1 | -2 | 101
CCOc1ccc(-c2nnn(CC(=O)Nc3cccc(OC)c3)n2)cc1OCC | 0 | -0.87 | -0.8 | 6% | 0.13 | 13* | 1.1 | 0 | 91
O=C1CC(N2CCN(c3nc4ccccc4s3)CC2)C(=O)N1Cc1cccs1 (centres undefined) | 0 | -1.3 | -0.3 | 3% | -0.92 | -0.51 | 1.1 | 6 | 116
N#CCCn1nnc2ccccc21 | -3 | -0.33 | 0.2 | 4% | -0.72 | -0.028 | 1.1 | 10 | 92
O=C(NCc1nc(-c2ccccc2)no1)c1ccc2c(c1)OCO2 | 2 | 0 | -0.1 | 3% | -0.26 | -0.31 | 1.1 | 10 | 108
CN=Cc1sc2ccccc2c1O | -3 | 0.059 | 1.4 | 5% | -0.65 | 0.071 | 1.1 | 0 | 103
CC(C)(C#N)NC(=O)c1ccco1 | 0 | 0.13 | -3.1 | 7% | 0.34 | -0.73 | 1.1 | -7 | 123
O=C(Nc1ccc(S(=O)(=O)NCc2cccnc2)cc1)c1ccco1 | -3 | -0.36 | -4.0 | 2% | 0.016 | -1 | 1.1 | -13 | 99
Cc1ccc(S(=O)(=O)N2CCCN(S(=O)(=O)c3ccc4c(c3)OCCO4)CC2)cc1 | -1 | -0.94 | 1.0 | 6% | -1.2 | -0.91 | 1.1 | -10 | 112
CCN(CC)c1ccc(NC(=O)c2nc3nc(C)cc(C(F)F)n3n2)cc1 | 2 | 0.079 | -1.1 | 2% | 0.52 | 0.017 | 0.97 | 13 | 70
CCC(c1nnnn1Cc1ccco1)N1CCC(C(N)=O)CC1 (centres undefined) | -4 | 0.037 | 0.5 | 4% | -0.014 | -0.28 | 1.1 | 8 | 91
CCOc1ccc(C(=O)NCCCN(CC)CC)cc1 | -2 | -0.69 | -2.8 | 3% | 0.42 | 0.13 | 1.1 | 5 | 106
O=C(Oc1ccnc2cc(Cl)ccc12)N1CCCCCC1 | 0 | -2 | 1.1 | 2% | -0.56 | 0.093 | 1.1 | 11 | 106
CC(C)Oc1ccc(C(=O)N2CCCc3ccccc32)cc1 | 1 | -0.84 | -2.7 | 9% | -0.052 | -0.13 | 1.1 | . | 133
COc1ccc(N2CCN(S(=O)(=O)/C=C/c3ccccc3)CC2)cc1 | -3 | 1.2 | -0.2 | 6% | 0.59 | 0.034 | 1.1 | 4 | 107
CC(=O)OC(C(=O)NC1CCCCC1)c1ccc(C#N)cc1 (centres undefined) | -2 | -0.018 | -3.2 | 8% | 0.27 | -0.13 | 1.1 | 8 | 96
COc1ccc(OC)c(C2=C[N+](=O)C(C)(C)C(C)(C)N2[O-])c1 | -5 | 0.41 | -0.7 | 4% | -0.043 | . | 1.1 | 4 | 67
C/C(N)=C(/C#N)C(=O)CSc1nnc(SCc2ccc(Cl)cc2)s1 | -6 | -0.76 | -1.5 | 3% | 0.0096 | 6.7* | 1.1 | -7 | 98
CCOC(=O)C1CCN(C(=O)CSc2cc(=O)n(CC)c3ccccc23)CC1 | -1 | 0.6 | -3.0 | 2% | -0.72 | -0.41 | 1.2 | -2 | 66
COc1ccc(C2C(C(=O)NC(C)C)c3ccccc3C(=O)N2C)cc1OC (centres undefined) | . | 3.4* | 0.7 | 6% | 1.4 | 0.76 | 1.1 | 5 | 148
O=C(CSc1nc(-c2ccco2)cc(C(F)(F)F)n1)Nc1cccnc1 | -1 | -0.7 | -1.9 | 4% | -0.62 | 0.13 | 1.2 | 2 | 64
COc1ccccc1N1CCN(S(=O)(=O)c2cccc(F)c2)CC1 | -1 | -0.055 | -0.3 | 3% | 0.94 | 0.7 | 1.1 | 0 | 93
COC(=O)c1c(N)c(C#N)c(C)n1-c1ccccc1 | -1 | 0.49 | -1.8 | 9% | -0.056 | 3* | 1.1 | 2 | 97
O=C(NCc1ccco1)c1ccccc1NS(=O)(=O)c1ccc2c(c1)OCCO2 | -15 | -0.56 | -0.3 | 11% | -0.9 | -1.4 | 2.9* | -2 | 120

Entries of single compounds, looked up by structure. Screens in order: Hsp90 inh, M1 ag, 5HT1a ag, NADH coupling, M1 antagonist, D1 mod, Autofluor 339, Ec RNAP inh, HER2 expr 66K
CCOC(=O)C1CCN(C(=O)CSc2cc(=O)n(CC)c3ccccc23)CC1 in the list: -1, 0.6, -3.0, 2%, -0.72, -0.41, 1.2, -2, 66
COc1ccccc1N1CCN(S(=O)(=O)c2cccc(F)c2)CC1 in the list: -1, -0.055, -0.3, 3%, 0.94, 0.7, 1.1, 0, 93
COc1ccc(N2CCN(S(=O)(=O)/C=C/c3ccccc3)CC2)cc1 in the list: -3, 1.2, -0.2, 6%, 0.59, 0.034, 1.1, 4, 107

Going on with the list.
SMILES | Hsp90 inh | M1 ag | 5HT1a ag | NADH coupling | M1 antagonist | D1 mod | Autofluor 339 | Ec RNAP inh | HER2 expr 66K
COc1cc(S(=O)(=O)Nc2cccnc2)ccc1F | 0 | 0.25 | 0.3 | 8% | -1.1 | . | 1.1 | 2 | 98
O=C(CSc1nc2ccccc2[nH]1)NCCCn1ccnc1 | -1 | 0.36 | -1.1 | 14% | -0.14 | 0.48 | 1.1 | 6 | .
CCCNC(=O)c1ccc(SC)cc1OC | 0 | . | -0.2 | 5% | . | -0.26 | 1.1 | 1 | 116
CCN(CC)c1ccc(NC(=O)CN2CCN(c3ccccc3F)CC2)cc1 | -1 | 0.22 | -2.1 | 3% | 0.64 | 0.26 | 1.1 | 1 | 118
Cc1cc2nc(-c3ccc(NC(=O)C(C)C)cc3)oc2cc1C | -1 | -0.96 | -0.7 | 0%[fluoresces] | 0.37 | 5.8* | 2.2* | -1 | 94
COc1ccc(Cl)cc1-c1nc(-c2ccc(Br)o2)no1 | -4 | -0.045 | -2.2 | 4% | 0.75 | -0.48 | 1.2 | 2 | 49
Cc1nnc(NC(=O)CSc2nnc(CCc3nc4ccccc4[nH]3)n2C)s1 | -2 | -0.056 | -0.9 | 5% | -0.47 | -0.25 | 1.1 | 0 | 104
O=C(CN1C(=O)C2(OCCO2)c2ccccc21)c1ccc(Br)cc1 | -5 | 0.51 | -1.2 | 1% | -0.2 | 0.48 | 1.1 | 3 | 100
COc1cc(C2C(C#N)=C(N)Oc3n[nH]c(-c4ccccn4)c32)cc(OC)c1OC (centres undefined) | -3 | . | -2.3 | 5% | . | -5.8 | 1.1 | 2 | 76
O=C(NCc1ccco1)c1nnc(Cc2ccc(F)cc2)o1 | -4 | -0.13 | 0.5 | 5% | -0.00095 | . | 1.1 | 7 | 89
Cc1nc2ncccn2c1-c1csc(NCc2ccco2)n1 | -4 | -1.4 | -0.8 | 0% | -0.17 | -0.4 | 1.1 | 9 | 96
